TNAP pNPP inh = human TNAP inhibition, p-nitrophenol detection; purified TNAP, pNPP hydrolysis, absorbance 405 nm; inhibition, % at 20 µM; 21,000 tested, under 10 active;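 further: 0% = DMSO only wells and 100% = 1 mM levamisole wells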
Target sequence (P05186 whole entry, looked up): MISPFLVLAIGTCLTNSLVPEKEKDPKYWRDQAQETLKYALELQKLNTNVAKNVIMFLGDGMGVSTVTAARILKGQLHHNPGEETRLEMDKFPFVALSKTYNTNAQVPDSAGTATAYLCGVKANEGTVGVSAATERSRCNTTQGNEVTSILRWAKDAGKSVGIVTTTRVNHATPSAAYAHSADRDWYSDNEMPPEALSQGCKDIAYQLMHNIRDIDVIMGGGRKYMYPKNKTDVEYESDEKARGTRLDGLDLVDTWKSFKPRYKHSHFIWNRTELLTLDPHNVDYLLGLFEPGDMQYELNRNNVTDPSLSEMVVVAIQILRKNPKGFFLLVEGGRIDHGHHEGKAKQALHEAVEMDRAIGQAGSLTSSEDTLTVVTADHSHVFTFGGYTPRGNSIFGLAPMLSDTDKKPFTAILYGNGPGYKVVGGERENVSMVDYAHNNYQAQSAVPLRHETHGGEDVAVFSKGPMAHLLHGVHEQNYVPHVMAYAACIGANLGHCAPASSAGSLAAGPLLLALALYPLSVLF
TNAP Pi inh = human TNAP inhibition, phosphate detection; AID 614; inhibition, % at 20 µM; P05186; 21,000 tested, under 10 active; purified TNAP, pNPP, malachite green phosphate absorbance
Active calls of the source: *.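 How the source made its calls: active means inhibition above 50% at the 20 µM single-dose screen; inactive means the rest.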 An excerpt. The share of hits here may be higher or lower than overall.

SMILES	TNAP pNPP inh	TNAP Pi inh
Cc1oc(-c2nc3ccccc3n2C)cc1C(=O)c1ccccc1	-4.0	-36.6
CCCCCC(C(=O)O)C(C)CC(=O)NC1CCCCC1 (stereo not given)	1.0	10.4
COn1c(SCc2cccnc2)nc2ccccc2c1=O	4.8	14.7
N#C/C(=C\c1ccc(O)c(O)c1)C(=O)NCCCc1ccccc1	4.7	9.2
O=S(=O)(c1cccc2cccnc12)N1CCc2ccccc21	-2.1	4.1
O=C(NCCOC(=O)c1ccc(C(=O)OCCNC(=O)c2ccccc2)o1)c1ccccc1	4.0	5.3
COc1ccccc1NS(=O)(=O)c1cc(Cl)ccc1OC	7.1	-18.9
COC(=O)c1ccc(=O)n(Cc2ccc3c(c2)OCO3)c1	2.4	5.4
O=C(Nc1cnc2ccccc2c1)N1CCOCC1	4.5	-5.0
COc1ccc(N(Cc2cc3cc(OC)ccc3[nH]c2=O)S(C)(=O)=O)cc1	2.6	6.5
O=C(NC12CC3CC(CC(C3)C1)C2)N1CCC(O)CC1	2.7	9.7
COC(=O)CSc1nnc2n1C(C)(C)Cc1ccccc1-2	2.4	2.4
N#CC(C(=O)NC1CC1)c1nc2ccccc2nc1N1CCN(C/C=C/c2ccccc2)CC1 (stereo not given)	1.2	3.6
CCn1c(SCc2ccc(OC)cc2)nnc1-c1ccncc1	5.0	7.8
Cc1nc(N2CCN(C)CC2)[nH]c(=O)c1Cc1cccc2ccccc12	2.6	10.3

Compound profiles, from the list above. Order of screens: TNAP pNPP inh, TNAP Pi inh
COC(=O)c1ccc(=O)n(Cc2ccc3c(c2)OCO3)c1 is listed as 2.4, 5.4
O=C(Nc1cnc2ccccc2c1)N1CCOCC1 is listed as 4.5, -5.0
COc1ccccc1NS(=O)(=O)c1cc(Cl)ccc1OC is listed as 7.1, -18.9
COC(=O)CSc1nnc2n1C(C)(C)Cc1ccccc1-2 is listed as 2.4, 2.4
Cc1oc(-c2nc3ccccc3n2C)cc1C(=O)c1ccccc1 is listed as -4.0, -36.6

Later entries:
SMILES	TNAP pNPP inh	TNAP Pi inh
O=c1c2[nH]c3cccc(Cl)c3c2ncn1Cc1ccncc1	2.4	7.6
CCN(CC)C(=O)CSc1nsc(SCC(=O)N(CC)CC)c1C#N	5.0	9.0
CSc1cccc(NS(=O)(=O)c2cccs2)c1	7.2	-1.0
CC(C)NS(=O)(=O)c1ccc(OCC(N)=O)c(Cl)c1	4.7	14.6
Cc1cc(NCCNC2=CC(=O)CCC2)nc2ccccc12	2.8	-1.1
O=C(Nn1c(=S)[nH]c2ccccc2c1=O)c1ccncc1	2.4	7.1
CCC(C)NC(=O)c1n[nH]c(=O)c2ccccc12 (stereo not given)	6.8	18.0
CCc1ccc(CCC(=O)Nc2ccc(S(N)(=O)=O)cc2)o1	2.1	11.8
O=C(NCC(=O)N(c1ccc2c(c1)OCO2)C(C(=O)NC1CCCC1)c1ccncc1)c1ccco1 (stereo not given)	4.7	9.2
CCCCN1C(=O)C(NC(C)=O)c2cc(Br)ccc21 (stereo not given)	3.4	2.3
CC1(C)SC2[C@H](NC(=O)C(NC(=O)N3CCNC3=O)c3ccccc3)C(=O)N2C1C(=O)O (stereo not given in full)	0.0	0.0
Cc1sc2nc(SCC(=O)N(C)C)[nH]c(=O)c2c1C	0.0	0.0
COc1cc(NS(=O)(=O)c2ccccc2)ccc1-n1nc(C)cc1C	4.0	15.9
COc1cccc(Cn2c(-c3cccs3)noc2=O)c1	4.2	10.4
Cc1ccc2cc(C(c3nnnn3Cc3ccccc3)N3CCN(c4ccccc4)CC3)c(=O)[nH]c2c1 (stereo not given)	-11.8	2.4
O=C(c1ccc(Br)s1)N1CCN(c2ncccn2)CC1	0.0	0.0
O=C(CCN1C(=O)CSC1=O)Nc1ccccc1	2.5	-9.8
Cn1c(=O)c2c(ncn2CC(O)CO)n(C)c1=O (stereo not given)	0.0	0.0
Fc1cccc(CSc2ncnc3c2oc2ccccc23)c1	2.0	4.7
COc1ccc(F)cc1S(=O)(=O)Nc1ccc2c(c1)OCO2	-0.6	4.4
Cc1ccc2cccc(S(=O)(=O)N3CCN(c4ccccc4F)CC3)c2n1	-0.9	4.9
COc1nc(OCCNC(=O)Nc2ccccc2)nc(N(C)C)n1	-0.7	4.6
Brc1cccc(-c2nnc(SCc3nc4ccccc4[nH]3)o2)c1	3.7	1.7
CCCn1c2ccccc2c2nc3ccccc3nc21	2.6	-1.5
Cc1cc(C)c2cc(CN(Cc3ccc4c(c3)OCO4)Cc3nnnn3Cc3ccco3)c(=O)[nH]c2c1	1.8	6.4
COC(=O)CSc1nnc(-c2ccccn2)n1Cc1ccco1	3.6	11.2
Cc1ccc(-n2cnnn2)c(S(=O)(=O)N2CCOCC2)c1	-11.7	-1.3
Cc1cc(NC(=O)C2CCC2)n(-c2ccccn2)n1	5.1	14.1
CC1(C)CC(=O)C2=C(C1)OC(N)=C(C#N)C2C#Cc1ccccc1 (stereo not given)	-2.4	6.0
Cc1ccc(N(C(C)C(=O)Nc2ccccc2C(=O)N2CCOCC2)S(C)(=O)=O)cc1C (stereo not given)	1.8	16.9
CCC(=O)N=C1SC2CS(=O)(=O)CC2N1c1cccc(OC)c1 (stereo not given)	-1.6	6.3
COc1ccc2cc(CN(Cc3cccnc3)Cc3nnnn3Cc3ccccc3)c(=O)[nH]c2c1	3.3	19.3
CC(=O)Nc1cccc(Oc2ccc3c(c2)C(=O)N(CCC(=O)O)C3=O)c1	0.0	0.0
O=C(CCN1CCCCC1)c1ccc2c(c1)OCCO2	5.6	13.8
Fc1ccc2[nH]c3c(N4CCSCC4)ncnc3c2c1	5.3	10.7
COc1ccc2nc(NC(=O)CSC3=NCCS3)sc2c1	-0.6	9.1
O=c1[nH]c(CN2CCN(C/C=C/c3ccccc3)CC2)nc2cc(Cl)ccc12	4.0	11.4
COc1ccc(C(=O)Nc2ccc(Cl)cc2C(=O)NCCO)cc1	1.7	-5.7
CCC1(COC(=O)Nc2cccc(Cl)c2)COC1	-3.8	-2.3
COC(=O)COc1ccc(S(=O)(=O)Nc2ccc3c(c2)OCO3)cc1Cl	2.8	0.7
Clc1ccccc1-c1nn2c(-c3ccncc3)nnc2s1	8.2	12.2
COc1cc(-c2nnc(-c3ccco3)o2)ccc1OCc1ccccc1	2.5	12.4
O=c1ccnc(NCCc2ccccc2)[nH]1	2.0	8.7
COC(=O)CCc1c(C)[nH]c(=S)[nH]c1=O	-13.4	-9.7
Clc1ccc2nc(NC3=NCN(CCN4CCOCC4)CN3)nc(-c3ccccc3)c2c1	1.7	8.0

In the list so far, these contain a cyano group:
SMILES	TNAP pNPP inh	TNAP Pi inh
N#C/C(=C\c1ccc(O)c(O)c1)C(=O)NCCCc1ccccc1	4.7	9.2
N#CC(C(=O)NC1CC1)c1nc2ccccc2nc1N1CCN(C/C=C/c2ccccc2)CC1 (stereo not given)	1.2	3.6
CCN(CC)C(=O)CSc1nsc(SCC(=O)N(CC)CC)c1C#N	5.0	9.0
CC1(C)CC(=O)C2=C(C1)OC(N)=C(C#N)C2C#Cc1ccccc1 (stereo not given)	-2.4	6.0

Next part
SMILES	TNAP pNPP inh	TNAP Pi inh
N#Cc1nc(-c2cccs2)oc1N1CCN(c2ccccc2)CC1	2.6	9.1
O=S(=O)(NC1=NCCCCCC1)c1cccs1	2.1	7.3
O=C(CN1C(=O)CSC1=O)Nc1ccc2c(c1)OCCO2	3.9	-4.6
Cc1ccc2cc(CN(C(=O)c3ccncc3)C(C)C)c(=O)[nH]c2c1	-5.2	1.7
O=c1c2c(nc3cc(-c4ccc(F)cc4)[nH]n13)CCCC2	2.9	8.0
Cc1c(C2OC(=O)C3(CCCCC3)C(=O)C2(C)C)c(=O)n(-c2ccccc2)n1C (stereo not given)	4.7	8.8
CCOc1cccc(C2C(C(=O)c3ccc(C)o3)=C(O)C(=O)N2c2nccs2)c1 (stereo not given)	-5.9	9.9
Nn1c(-c2cccs2)nc2sc3c(c2c1=O)CCCC3	-7.2	-6.5
CC1CCCN(c2ccc(C(=O)NCCc3ccccc3)cn2)C1 (stereo not given)	4.1	9.8
Cc1nnc(N(Cc2ccco2)C(=O)c2ccno2)s1	1.8	7.9
COc1ccc(-n2ncc3c(N4CCc5ccccc54)ncnc32)cc1	2.8	4.0
Cc1ccccc1OCC1Cn2c(nc3c2c(=O)[nH]c(=O)n3C)O1 (stereo not given)	6.7	8.6
NC(=O)C1CCC(NC(=O)OCc2ccccc2)CC1 (stereo not given)	-0.4	8.8
Cc1ccc(OCC(O)Cn2c(N3CCOCC3)nc3c2c(=O)[nH]c(=O)n3C)cc1 (stereo not given)	7.2	1.5
O=C(OCC(=O)N1CCOCC1)C(c1ccccc1)c1ccccc1	5.6	3.7

Rewritten as labelled records: 2 of the compounds above
CCOc1cccc(C2C(C(=O)c3ccc(C)o3)=C(O)C(=O)N2c2nccs2)c1 (stereo not given)
  TNAP pNPP inh = -5.9
  TNAP Pi inh = 9.9

O=C(OCC(=O)N1CCOCC1)C(c1ccccc1)c1ccccc1
  TNAP pNPP inh = 5.6
  TNAP Pi inh = 3.7

Other structures:
SMILES	TNAP pNPP inh	TNAP Pi inh
Cc1cccc(NC(=O)CCc2ccc(C)o2)c1	0.7	17.7
CC1CN(c2nc3c(c(=O)n(C)c(=O)n3C)n2Cc2c(F)cccc2Cl)CC(C)O1 (stereo not given)	-1.0	7.8
Cc1nc(NCC2CCCO2)nc2c1C(=O)CC(C)(C)C2 (stereo not given)	-1.2	9.0
Cc1ccc(C(=O)NC2CCCCCC2)o1	1.8	14.1
COC(=O)C(C(=O)Nc1cc(C)on1)C1CCCCCC1 (stereo not given)	-2.8	1.7
CCCCCC(=O)Nc1ccc(N2CCN(C(=O)c3ccccc3)CC2)cc1	7.5	-3.6
COC(=O)CSCC(=O)Nc1cc2c(cc1C(C)=O)OCO2	4.3	0.0
CCC(=O)Nc1cccc(-c2nc3ccccc3o2)c1	-2.7	-1.7
Cc1ccc(Cn2nnc3c(=O)[nH]c(C4CCN(C(=O)Cc5cccs5)CC4)nc32)cc1	2.9	5.3
COC(=O)C(NC(=O)c1ccco1)(Nc1ccc(Br)cn1)C(F)(F)F (stereo not given)	2.0	5.4
O=C(COC(=O)COc1ccccc1)Nc1ccccc1OC(F)F	3.6	10.9
CCOC(=O)c1[nH]c2cc3c(cc2c1NC(=O)CN1CCC(C)CC1)OCO3	11.0	15.0
CCCc1nnc(NC(=O)C2CCCO2)s1 (stereo not given)	0.0	0.0
COc1ccc(OCc2nnc(SC(C)C(=O)Nc3nccs3)n2-c2ccccc2)cc1 (stereo not given)	0.0	0.0
Cc1c(C(=O)Nc2ccc(-n3cnnn3)cc2)oc2ccccc12	9.0	10.0
O=C(O)c1oc2ccccc2c1CN1CCN(c2ccccc2)CC1	3.7	8.3
CCOc1ccccc1-n1c(SCC(N)=O)nnc1-c1ccco1	3.4	7.5
C/C(Cl)=C\Cn1c(N2CCCC2)nc2c1c(=O)[nH]c(=O)n2C	1.4	2.3
CC(C)CCNC(=O)CN(Cc1ccc2c(c1)OCO2)C(=O)Cn1nnc(-c2cccs2)n1	0.3	0.2
O=C(CSc1ccccc1C(=O)O)NCc1ccco1	0.0	0.0
CN1CCN(c2ccc(NC(=O)c3cccc(OCc4ccccc4)c3)cc2)CC1	3.9	12.0
CCOC(=O)C1CCCN(c2nc3ccccc3nc2C(C#N)C(=O)OC(C)C)C1 (stereo not given)	2.4	9.7
O=C(O)c1[nH]c2ccccc2c1NS(=O)(=O)Cc1ccccc1	6.7	12.6
Cc1ccc(-c2noc(C3CCN(C(=O)Nc4ccc(C#N)cc4)CC3)n2)o1	2.9	7.0
CCCCC(C(=O)NCCC(C)C)N(CCCN1CCOCC1)C(=O)c1snc(C(N)=O)c1N (stereo not given)	0.0	0.0
NC(=O)c1ccccc1OCC(=O)NS(=O)(=O)c1ccccc1	-8.3	-19.8
CC(C)CCNC(=O)C(c1ccco1)N(Cc1cccs1)C(=O)Cn1nnc2ccccc21 (stereo not given)	1.0	3.7
c1coc(-c2nc(-c3ccncc3)no2)c1	0.4	-21.1

Molecules above with a COOH group, in the order listed:
SMILES	TNAP pNPP inh	TNAP Pi inh
CCCCCC(C(=O)O)C(C)CC(=O)NC1CCCCC1 (stereo not given)	1.0	10.4
CC1(C)SC2[C@H](NC(=O)C(NC(=O)N3CCNC3=O)c3ccccc3)C(=O)N2C1C(=O)O (stereo not given in full)	0.0	0.0
CC(=O)Nc1cccc(Oc2ccc3c(c2)C(=O)N(CCC(=O)O)C3=O)c1	0.0	0.0
O=C(O)c1oc2ccccc2c1CN1CCN(c2ccccc2)CC1	3.7	8.3
O=C(CSc1ccccc1C(=O)O)NCc1ccco1	0.0	0.0
O=C(O)c1[nH]c2ccccc2c1NS(=O)(=O)Cc1ccccc1	6.7	12.6

From PubChem
